ABCG2 inh – human ABCG2 inhibition, ABCB1 as counter-screen | Q9UNQ0 | IgMXP3 cells, JC-1 efflux, flow cytometry | inhibition, % at 6.6 µM | actives 0.1% (n = 190,000) | AID 1325;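 active = inhibition above 80%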;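 also: 0% = DMSO and 100% = nicardipine control wells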
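Measure – % inhibition of efflux relative to nicardipine and DMSO · Test system – ABCG2 IgMXP3 and barcoded ABCB1 CCRF-Adr cell mix · Control set – nicardipine as high control, DMSO as low control · Compound – one concentration, 6.6 µM final · Signal – flow cytometry of retained JC-1 fluorescence · Timing – 10 min exposure at 25 °C with rotation, no wash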
RGS4-Gao reg – modulates binding of RGS4 to human Galphao; P09471; Multiplexed bead flow cytometry; actives lie on both sides; binding response (% of control), % at 10 µM; actives 0.33% (n = 220,000); AID 1415; in the data active = binding response below about 49% or above about 150%; inactive = in between;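 also: fluorescent Galphao activated with aluminum fluoride binding bead-coupled RGS4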
Bim-Bcl-W – disrupts Bim peptide binding to human Bcl-W; Q92843; bead-based flow cytometry; inhibition, % at 10 µM; actives 0.02% (n = 190,000);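 also: 0% = bound tracer without compound and 100% = peptide blocker; higher means less fluorescent Bim peptide bound to Bcl-W beads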
Target sequence (Q92843 whole entry, looked up): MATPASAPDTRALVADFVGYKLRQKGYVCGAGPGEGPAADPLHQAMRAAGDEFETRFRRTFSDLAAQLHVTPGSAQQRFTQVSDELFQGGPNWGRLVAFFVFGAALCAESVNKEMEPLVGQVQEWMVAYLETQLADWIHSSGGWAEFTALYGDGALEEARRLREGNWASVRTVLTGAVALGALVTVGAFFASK
RGS7-Gao – modulates binding of RGS7 to human Galphao; P09471; Multiplexed bead flow cytometry; actives lie on both sides; binding response (% of control), % at 10 µM; actives 0.35% (n = 220,000); AID 1439; in the data active = binding response below about 49% or above about 150%; inconclusive = no clear call, values can overlap the other calls; inactive = in between;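 also: fluorescent Galphao held in activated GDP-AlF4 state binding bead-coupled RGS7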
Bcl-B Bim block – disrupts Bim peptide binding to human Bcl-B | Q9HD36 | bead-based flow cytometry | inhibition, % at 10 µM | actives 0.073% (n = 190,000) | AID 951;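 also: 0% = tracer peptide without compound and 100% = reference inhibitor peptide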
Bim-Bcl-2 – disrupts Bim peptide binding to human Bcl-2; P10415; Bead-based flow cytometry, Bim peptide-Bcl-2 binding; inhibition, % at 10 µM; actives 0.06% (n = 190,000); AID 950; in the data active = inhibition above about 40%; inconclusive = no clear call, values can overlap the other calls;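 also: 0% = no compound wells with probe peptide and 100% = reference peptide inhibitor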
Target sequence (P10415 whole entry, looked up): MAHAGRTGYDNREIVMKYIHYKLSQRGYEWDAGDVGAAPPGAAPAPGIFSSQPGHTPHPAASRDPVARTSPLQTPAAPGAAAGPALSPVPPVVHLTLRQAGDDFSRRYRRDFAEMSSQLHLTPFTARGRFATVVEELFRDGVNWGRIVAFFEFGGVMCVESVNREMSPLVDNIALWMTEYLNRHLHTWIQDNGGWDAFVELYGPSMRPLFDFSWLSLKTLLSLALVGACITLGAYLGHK
Bim-Bfl-1 – inhibitors of Bim-Bfl-1 interaction, human; Q16548; Bead-based flow cytometry, Bim-Bfl-1 binding inhibition; inhibition, % at 10 µM; actives 0.12% (n = 190,000); AID 1008;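 also: 0% = wells without compound plus tracer and 100% = blocker peptide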
ABCB1 inh – human ABCB1 inhibition, ABCG2 as counter-screen | P08183 | CCRF-Adr cells, JC-1 efflux, flow cytometry | inhibition, % at 6.6 µM | actives 0.067% (n = 190,000) | AID 1326; in the data active = inhibition above about 40%;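 also: 0% = vehicle and 100% = reference inhibitor; higher value means more JC-1 retained so stronger ABCB1 efflux block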
RGS8-Gao – human RGS8-Galphao interaction regulation; P09471; multiplexed bead flow cytometry, RGS8-Galphao binding; actives lie on both sides; response (percent of control binding), % at 10 µM; actives 0.34% (n = 220,000); AID 1423; in the data active = response below about 60% or above about 140%; inactive = in between;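 also: Galphao activated as the GDP aluminium fluoride complex binding bead-coupled RGS8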
Bim-Mcl-1 – human Bim-Mcl-1 interaction inhibition | Q07820 | actives 0.1% (n = 190,000) | inhibition, % at 10 µM | Bead-based flow cytometry, Bim peptide-Mcl-1 binding;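 also: 0% = no compound tracer wells and 100% = peptide blocker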
Target sequence (Q07820 whole entry, looked up): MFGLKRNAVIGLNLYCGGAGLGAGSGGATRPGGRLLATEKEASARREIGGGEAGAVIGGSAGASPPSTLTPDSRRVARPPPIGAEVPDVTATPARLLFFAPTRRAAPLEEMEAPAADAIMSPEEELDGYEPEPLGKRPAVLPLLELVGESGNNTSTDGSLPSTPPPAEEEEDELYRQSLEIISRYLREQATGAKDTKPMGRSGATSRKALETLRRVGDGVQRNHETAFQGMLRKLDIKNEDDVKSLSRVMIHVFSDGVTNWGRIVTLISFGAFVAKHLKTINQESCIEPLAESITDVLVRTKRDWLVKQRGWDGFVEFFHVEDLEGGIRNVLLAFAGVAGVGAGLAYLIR
Bim-Bcl-XL – inhibitors of Bim-Bcl-XL interaction, human; Q07817; Bim peptide-Bcl-XL binding, bead flow cytometry, fluorescence; inhibition, % at 10 µM; actives 0.04% (n = 190,000); AID 1007
Target sequence (Q07817 whole entry, looked up): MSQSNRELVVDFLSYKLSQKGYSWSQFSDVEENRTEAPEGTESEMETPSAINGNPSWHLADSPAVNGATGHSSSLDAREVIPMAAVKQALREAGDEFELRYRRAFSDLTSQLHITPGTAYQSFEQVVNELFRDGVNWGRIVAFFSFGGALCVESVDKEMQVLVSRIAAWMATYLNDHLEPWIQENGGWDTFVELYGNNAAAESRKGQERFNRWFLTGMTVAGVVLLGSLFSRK
* hit, by the source's call; ? = inconclusive; / = no result given; [ ] = another dose, or the depositor's remark. Rule as the data show it, unless noted: active = inhibition above about 40%.

structure	ABCG2 inh	RGS4-Gao reg	Bim-Bcl-W	RGS7-Gao	Bcl-B Bim block	Bim-Bcl-2	Bim-Bfl-1	ABCB1 inh	RGS8-Gao	Bim-Mcl-1	Bim-Bcl-XL
Cc1nnc(NC(=O)c2c(F)cccc2F)s1	0.9	100.4	0.0	101.0	-6.0	-5.0	-12.0	0.3	100.6	2.0	-4.0
COc1ccc2cc(C(=O)C3CCCN(Cc4cnc(N5CCOCC5)s4)C3)ccc2c1 (stereo not drawn)	2.4	98.2	0.0	99.0	-3.0	-1.0	-4.0	1.3	99.4	-2.0	-4.0
CCc1ccccc1NC(=O)CCCSc1nc2ccccc2s1	4.6	95.8	-7.0	94.5	-15.0	-7.0	-15.0	0.4	99.5	-8.0	-12.0
Cc1cc(OC(=O)c2ccccc2Cl)cc(=O)n1C	1.9	102.3	-1.0	106.6	-1.0	-1.0	-1.0	0.4	101.1	-1.0	-3.0
CCOc1ccc(N2C(=O)CN(C)C2=S)cc1	-0.2	104.8	-4.0	102.3	-7.0	-5.0	-14.0	0.0	102.8	-3.0	-12.0
CC1(C)CC(CCN(Cc2ccccc2)C(=O)c2ccco2)(c2ccccc2)CCO1 (stereo not drawn)	0.1	103.7	-7.0	102.9	-8.0	-3.0	-13.0	0.4	104.1	-5.0	-11.0
O=c1oc2ccccc2c(NCc2ccccc2F)c1[N+](=O)[O-]	19.8	100.7	0.0	101.9	-7.0	-4.0	-14.0	0.8	101.5	0.0	-6.0
CNCc1ccccc1OCc1ccccc1F	-0.9	104.4	-2.0	?	-3.0	-1.0	-5.0	-0.4	102.3	3.0	-2.0
CC(=O)C(=Nc1ccccc1Cl)NNc1ccc(Cl)cc1	-13.8	104.0	-5.0	104.5	-5.0	0.0	0.0	-1.5	102.0	-4.0	-6.0
Cn1c(=O)n(-c2cccc(Cl)c2)c(=O)c2c3c(sc21)COC(C)(C)C3	3.5	101.7	-2.0	103.5	0.0	-1.0	1.0	0.9	106.7	-1.0	-1.0
CCOC(=O)C1=C(C)NC2=C(C(=O)CC(C)(C)C2)C1c1cccc(C)n1 (stereo not drawn)	2.8	/	-4.0	/	0.0	1.0	1.0	0.6	/	0.0	2.0
COC(=O)c1ccc(Nc2nc(C)cc(C)n2)cc1	3.2	96.9	-1.0	101.6	0.0	2.0	0.0	0.2	98.7	-2.0	-2.0
CN(C(=S)Nc1ccc(SC(F)F)cc1)c1ccc(O)cc1	22.2	97.6	0.0	96.2	-7.0	-5.0	-3.0	1.1	98.4	-2.0	-6.0
Cn1c(SCC(=O)NCC2CCCO2)nc2c([nH]c3ccccc32)c1=O (stereo not drawn)	0.0	94.6	-1.0	94.8	-9.0	-3.0	-7.0	0.7	99.3	-2.0	-6.0
CC(=O)OCC(OC(C)=O)C(OC(C)=O)C(OC(C)=O)C(=O)Nc1ccc(C)cc1 (stereo not drawn)	7.6	97.5	-5.0	99.5	-9.0	-10.0	-19.0	0.4	98.8	-8.0	-8.0
C=CCSC1=N/C(=C\c2sccc2C)C(=O)S1	-0.8	101.6	0.0	98.9	-3.0	-6.0	-1.0	-0.3	100.3	-1.0	-2.0
COc1ccc(S(=O)(=O)N2CCC(C(=O)NCCC3=CCCCC3)CC2)cc1C	2.6	105.1	-1.0	99.1	-12.0	-7.0	-14.0	0.5	102.1	-5.0	-13.0
Cc1ccc(SCCNC(=O)/C=C/c2cccc([N+](=O)[O-])c2)cc1	15.3	106.7	-3.0	98.2	-12.0	-5.0	-6.0	0.3	101.9	-3.0	-7.0
COc1ccc(N2C(=O)CC(N(C)CCc3ccc(OC)c(OC)c3)C2=O)cc1 (stereo not drawn)	2.8	97.2	-1.0	97.9	-5.0	0.0	-2.0	-0.2	98.1	-1.0	-3.0
CCN(CC)S(=O)(=O)c1ccc2oc(C(=O)NCCCN3CCOCC3)c(C)c2c1	1.4	109.4	1.0	101.9	0.0	1.0	-1.0	0.5	103.9	-2.0	-2.0
Cc1cc(C)nc(N2CCCC(CCC(=O)NCc3ccc(F)c(F)c3)C2)n1 (stereo not drawn)	3.3	101.2	-3.0	93.8	-2.0	-2.0	-6.0	1.1	95.2	-1.0	-3.0
COc1ccc(-n2c(CN3CCN(Cc4ccccc4)CC3)nc3ccc([N+](=O)[O-])cc3c2=O)c(OC)c1	4.6	96.2	-2.0	?	-3.0	-4.0	-3.0	2.7	98.5	-1.0	-3.0
Cn1c(-c2ccc(Cl)cc2)ccc(C#N)c1=O	-2.0	100.3	-4.0	97.1	-7.0	-8.0	-7.0	-0.5	98.8	-2.0	-6.0
CCN(CC)C(=O)CSc1nsc(SCC(=O)N(CC)CC)c1C#N	-0.9	91.3	0.0	92.5	0.0	1.0	0.0	-0.1	84.6	0.0	-1.0
COc1cccc(OC)c1C(=O)NC(=S)Nc1ccc2oc(=O)ccc2c1	0.9	100.9	-8.0	101.8	-11.0	-7.0	-5.0	0.3	103.2	-5.0	-8.0
CCOc1ccc(-n2c(=S)sc3c(=O)[nH]c(SCC(=O)NCc4ccco4)nc32)cc1	0.1	102.2	-3.0	105.4	-6.0	-6.0	-11.0	0.0	101.2	-1.0	-6.0
CC(C)NC(=S)N1CCn2c(nc3ccccc32)C1	3.1	100.5	-4.0	97.5	-7.0	-3.0	-4.0	0.7	102.6	-7.0	-7.0
O=C(Nc1ccc2oc(-c3cccnc3)nc2c1)c1cccnc1	3.7	101.1	2.0	104.2	-2.0	-4.0	-4.0	0.7	102.0	3.0	-2.0
COc1ccccc1NC(=O)COc1ccc(Br)cc1CO	4.0	99.0	-1.0	97.3	-1.0	-1.0	-1.0	0.9	97.8	-3.0	-1.0
O=C(OCC(=O)N1CCN(c2ccccc2)CC1)c1cnc(Cl)c(Cl)c1	5.2	115.2	1.0	113.8	-1.0	-3.0	-4.0	0.3	109.9	0.0	0.0
Nc1nonc1C(=O)N/N=C/c1ccc(-c2ccc(Cl)c(C(=O)O)c2)o1	0.7	99.0	-2.0	?	-3.0	-5.0	-5.0	-0.4	102.1	-1.0	-2.0
COc1cccc(OC)c1CNC(=O)CCSCc1ccccc1F	6.2	101.0	0.0	105.5	-3.0	-4.0	-5.0	0.4	100.0	0.0	-2.0
O=C(Nc1ccc(OC(F)(F)F)cc1)c1ccc(-n2cncn2)nc1	1.5	110.0	-1.0	?	0.0	1.0	3.0	-0.1	108.0	-5.0	-3.0
O=C(NCc1ccc(Cl)cc1)c1cc(=O)nc2sc(-c3ccccc3)nn12	60.5	109.7	0.0	105.1	-10.0	-9.0	-16.0	0.9	105.8	-2.0	-15.0
CCN1C(=O)N(C)C2(c3ccccc3)N(C)C(=O)N(C)C12c1ccccc1 (stereo not drawn)	-1.2	103.1	0.0	100.2	-8.0	-8.0	-8.0	0.0	105.3	0.0	-3.0
Cc1onc(-c2c(Cl)cccc2Cl)c1C(N)=S	3.9	101.2	-5.0	99.0	-4.0	-3.0	-2.0	0.1	101.1	-4.0	-4.0
COc1ccc(C(=O)Nc2nc3c(s2)CCCC3)cc1S(=O)(=O)N1CCCc2ccccc21	3.4	100.8	0.0	101.4	-3.0	4.0	2.0	0.4	101.8	0.0	0.0
Cc1ccc(OCC(=O)Nc2cc(C(=O)O)cc(C(=O)O)c2)cc1C	-1.2	94.9	1.0	94.8	-1.0	0.0	-2.0	0.1	96.5	0.0	-2.0
CCCCCn1c(=S)[nH]c2ncccc2c1=O	1.5	100.3	0.0	99.5	-3.0	-4.0	-2.0	0.1	99.7	-2.0	0.0
COc1ccc(C2CCCN2C(=S)Nc2ccc(C)c(C)c2)cc1OC (stereo not drawn)	5.2	99.8	0.0	96.6	-6.0	-1.0	0.0	1.6	99.0	-1.0	-3.0
Cc1c(C(=O)C(=O)N2CC=C(c3ccccc3)CC2)c2ccccc2n1C	3.3	96.9	-6.0	96.7	-11.0	-6.0	-8.0	0.5	98.1	-6.0	-8.0
COc1cccc2c(=O)n(CC(=O)NC3CCCCC3)ccc12	-0.7	97.9	1.0	98.0	-7.0	-8.0	-12.0	-1.1	99.0	-1.0	-6.0
COc1ccc(N2CCN(C(CNC(=O)c3cccc(Cl)c3)c3cccnc3)CC2)cc1 (stereo not drawn)	3.1	103.2	1.0	102.4	-2.0	-3.0	-4.0	0.7	101.6	0.0	-1.0
CCCC(C)C(=O)Nc1cccc(NC(C)=O)c1 (stereo not drawn)	0.9	100.0	0.0	100.8	-8.0	-9.0	-18.0	0.4	101.4	-1.0	-11.0
COc1cccc(-c2nc(CCl)cs2)c1	-0.5	91.2	-5.0	91.7	-7.0	-6.0	-10.0	-0.4	99.8	-1.0	-3.0
CN1CCN(C(CNS(=O)(=O)c2ccc(Cl)cc2)c2cccnc2)CC1 (stereo not drawn)	-0.9	109.6	-4.0	157.1*[activator]	-1.0	0.0	0.0	0.8	111.5	-5.0	-4.0
COc1ccc2cc(C(=O)NCC(=O)O)sc(=O)c2c1OC	6.0	99.2	2.0	97.3	0.0	0.0	1.0	0.9	101.8	-3.0	0.0
C=CCOc1ccc(/C(O)=C2/C(=O)C(=O)N(CCN3CCOCC3)C2c2ccc(C)cc2)cc1 (stereo not drawn)	1.3	99.0	2.0	95.7	-7.0	-8.0	-11.0	0.5	99.2	4.0	3.0
COc1ccc(N2C(=O)C3CCCN3C2c2ccccc2)cc1 (stereo not drawn)	4.5	94.9	-3.0	97.0	-9.0	-11.0	-15.0	0.6	95.9	-2.0	-6.0
O=C(Nc1ccccn1)c1ccc2c(c1)OCO2	0.9	106.0	-3.0	?	-5.0	0.0	-5.0	0.1	101.4	0.0	-1.0
O=C(CCCCn1c(=O)c2ccccc2n(Cc2ccccc2)c1=O)NC1CCN(Cc2ccccc2)CC1	2.8	105.6	-1.0	100.8	-1.0	0.0	0.0	4.3	100.3	-4.0	-2.0
CCCNc1nc2c(c(=O)n(C)c(=O)n2C)n1Cc1cccc(C)c1	58.4	100.2	-3.0	101.8	-7.0	-7.0	-22.0	2.5	99.8	-4.0	-8.0
COc1ccc(/C=N/NC(=O)Cc2ccc(Cl)cc2)cc1OC	16.5	101.8	0.0	97.2	-2.0	-2.0	-3.0	0.7	99.3	1.0	1.0

2 entries from above, with two lines to a compound:
Values run as follows: ABCG2 inh, RGS4-Gao reg, Bim-Bcl-W, RGS7-Gao, Bcl-B Bim block, Bim-Bcl-2, Bim-Bfl-1, ABCB1 inh, RGS8-Gao, Bim-Mcl-1, Bim-Bcl-XL
- O=C(Nc1ccccn1)c1ccc2c(c1)OCO2
→ 0.9, 106.0, -3.0, ?, -5.0, 0.0, -5.0, 0.1, 101.4, 0.0, -1.0
- COc1cccc(-c2nc(CCl)cs2)c1
→ -0.5, 91.2, -5.0, 91.7, -7.0, -6.0, -10.0, -0.4, 99.8, -1.0, -3.0

Screens: PubChem BioAssay, NMMLSC

Hits appear at their usual frequency. About 0.94% of those tested had a hit in this group.
